Source: PubChem
SIAH1 antagonists = Siah-1 peptide-binding antagonists, primary screen, biochemical, fluorescence polarization, rhodamine-plectin, uHTS (AID 1817) | hit rate 0.02% among 290,000 | Siah-1 / rhodamine-plectin peptide fluorescence polarization; higher % means a stronger effect | displacement, % at 20 µM; hits with a dose series show IC50 in µM | E3 ubiquitin-protein ligase SIAH1 (Homo sapiens);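 active = displacement of at least 50% at 20 µM, with a fluorescence ratio check between 0.3 and a set limit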;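 also: plate controls were Siah plus tracer with DMSO for no effect and tracer alone without Siah for full effect; strong numbers were not always called active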
XIAP antagonists = XIAP antagonists, biochemical, IAP family, fluorescence polarization (AID 1018). XIAP BIR domain, fluorescence polarization peptide displacement; higher % means a stronger effect. one-dose displacement, % at 20 µM; IC50 in µM for titrated hits. hit rate 0.007% among 200,000; in the data active = displacement above about 50%; also: a part of the inactive calls stands beside numbers as strong as those of hits
Salmonella PhoP GFP = inhibitors of PhoP regulon expression, primary screen, Salmonella Typhimurium, GFP reporter (AID 1863); inhibition, % at 50 µM; hits with a dose series show IC50 in µM; S. Typhimurium PhoP-regulated promoter GFP reporter, 4 h; higher % means a stronger effect; hit rate 0.16% among 300,000;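 active = inhibition over 29.93%, a cutoff 3 SD above the screen mean, later confirmed by dose response; inconclusive = inhibition over 29.93% but no dose response follow-up; inactive = inhibition at most 29.93% or unconfirmed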;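 also: 0% = low Mg2+ inducing control and 100% = high Mg2+ repressing control; strong numbers were not always called active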
P. falciparum M17LAP = P. falciparum M17LAP inhibitors, primary screen, biochemical, fluorogenic H-Leu-NHMec substrate, 1536-well (AID 1619); hit rate 0.38% among 220,000; recombinant M17LAP, H-Leu-NHMec fluorogenic kinetic assay; higher % means a stronger effect; Leucine aminopeptidase (Plasmodium falciparum (isolate 3D7)); one-dose inhibition, % at 30 µM; IC50 in µM for titrated hits;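 active = compound inhibiting the enzyme by more than half at any dose during confirmatory dose-response retesting; inconclusive = strong single-dose inhibitors picked by rank but not retested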;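 also: plate controls were full reaction with DMSO carrier for no effect and no enzyme background for full effect; strong numbers were not always called active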
human PMI inhibitors = human PMI inhibitors, high substrate, primary screen, biochemical, fluorescence intensity, high mannose 6-phosphate (AID 1220); Mannose-6-phosphate isomerase (Homo sapiens); recombinant PMI enzyme, coupled fluorescence intensity; higher % means a stronger effect; one-dose inhibition, % at 20 µM; IC50 in µM for titrated hits; hit rate 0.66% among 190,000; in the data active = inhibition above about 50%
Yfh1-depleted yeast = enhancers of respiration in Yfh1-depleted yeast, dose response, Friedreich's ataxia, plus single-dose screen (AID 1465). S. cerevisiae Yfh1-off respiration, WST-1 reduction, 72 h; higher fold induction means a stronger effect. fold induction at 50 µM, or EC50 in µM where a hit was titrated. hit rate 0.074% among 220,000;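 active = fold induction of absorbance versus untreated yeast above a set limit, then at least 30% activation at any dose in follow-up; inconclusive = repeats straddling the limit, or above it without dose testing; inactive = fold induction below the set limit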;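 also: activators that raise dye reduction in frataxin-depleted yeast; strong numbers were not always called active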
M1AAP inhibition = P. falciparum M1AAP inhibitors, biochemical, fluorogenic H-Leu-NHMec substrate, 1536-well (AID 1445); Aminopeptidase N (Plasmodium falciparum (isolate 3D7)); recombinant M1AAP, H-Leu-NHMec fluorogenic kinetic assay; higher % means a stronger effect; inhibition, % at 30 µM, or IC50 in µM where a hit was titrated; hit rate 0.42% among 220,000;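 active = primary inhibition above the hit cutoff, then over 50% inhibition at one or more dose response concentrations, cut at about 23% in these data, passing the limit was not always enough; inconclusive = conflicting primary data, or primary hits not chosen for dose response; inactive = low primary inhibition, or under 50% at every dose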;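 also: plate controls were DMSO full reaction for no effect and no enzyme background for full effect; strong numbers were not always called active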
West Nile antiviral = West Nile virus antiviral activity, cell-based, CPE readout (AID 1621) | hit rate 0.02% among 290,000 | West Nile virus-infected cells, CPE inhibition; higher % means a stronger effect | CPE inhibition, % at 10 µM, or IC50 in µM where a hit was titrated; in the data active = a potency from the dose series; inconclusive = CPE inhibition mostly from about 3.7% at the one dose, without a potency; inactive = the rest, 99 in 100 with CPE inhibition below about 2.2%; also: strong numbers were not always called active
ER stress rescue = rescue of cells from ER stress-induced death, primary screen, 384-well, CSM14.1, thapsigargin, ATP luminescence (AID 1222); CSM14.1 thapsigargin-induced death rescue, ATP luminescence; higher % means a stronger effect; cellular ATP content (survival), % at 20 µM; hits with a dose series show EC50 in µM; 190,000 tested, under 10 active;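 active = EC50 below 50 µM in the dose-response confirmation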;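 also: death triggered by thapsigargin at about 15 µM added after 2 h compound pretreatment; cell ATP read after overnight thapsigargin exposure of roughly 18 to 22 hours; normalized against plate controls of thapsigargin alone and 5% DMSO vehicle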
* marks the source's active call; other numbers are inactive results; i = inactive; ? = inconclusive; / = not tested or not shown.

Molecule,SIAH1 antagonists,XIAP antagonists,Salmonella PhoP GFP,P. falciparum M17LAP,human PMI inhibitors,Yfh1-depleted yeast,M1AAP inhibition,West Nile antiviral,ER stress rescue
Cc1cccc(OCC(=O)N/N=C/c2ccc(N(C)C)cc2)c1,14%,-7.0%,1%,-4%,6%,i,9%,-0.1%,-0.1%
Cc1ccc(/C(N)=N/OC(=O)CCC2CCCCC2)cc1,0%,-0.6%,-3%,-6%,2%,i,4%,-0.3%,0.3%
Cc1ccc(C)c(SCC(=O)NCc2ccco2)c1,-5%,-3.3%,-2%,-8%,-11%,i,2%,0.3%,2.4%
Cc1ccc(OCC(=O)O)c(-n2nc3ccccc3n2)c1,5%,-3.0%,-8%,3%,-4%,i,1%,0.4%,0.1%
CC1CCC(C(C)C)C(OC(=O)COC(=O)c2cccn2C)C1 (stereo unspecified),1%,-2.0%,-3%,-3%,16%,i,2%,-0.1%,-3.0%
COc1ccc2nc(C)cc(SCC(=O)NNC(=O)COc3ccc(C)cc3)c2c1,6%,-5.6%,4%,-7%,-6%,i,4%,-0.3%,3.2%
Clc1ccc(N/N=C/c2cccs2)nn1,-11%,-5.9%,6%,6%,-41%,i,0%,/,-0.6%
N#Cc1cnn(CC2CCCCC2)c1N,-2%,-14%,-6%,-2%,11%,i,-2%,0.7%,-2.0%
C#CC[N+](C)(C)CCCCCCCCCC,4%,-4.3%,8%,-7%,8%,i,-4%,-1.2%,-2.3%
COc1ccc(C2(C#N)CCC(=O)N2c2ccccc2)cc1 (stereo unspecified),-2%,/,-15%,8%,/,i,6%,0.1%,/
O=C(CSc1ncccn1)Nn1cnnc1,4%,-5.3%,-11%,-5%,-1%,i,8%,/,-1.2%
CCCCCC1CC(CC(=O)NC(=S)Nc2ccccc2Cl)C(=O)O1 (stereo unspecified),6%,-1.5%,-5%,3%,10%,i,-2%,1.6%,-2.4%
C/C(=N\Nc1ccc([N+](=O)[O-])cc1)c1cccc(N)c1,1%,0.9%,7%,1%,15%,i,8%,-0.1%,2.6%
CC(C)CC1NC(=O)N(CC(=O)N2c3ccccc3NC(=O)C2(C)C)C1=O (stereo unspecified),0%,-5.4%,4%,7%,7%,i,3%,0.1%,0.3%
N#Cc1c(NC(=O)CSc2ncc(-c3ccccc3)n2CC2CCCO2)sc2c1CCCC2 (stereo unspecified),1%,-1.3%,14%,10%,10%,i,1%,?,-0.7%
CCn1c(SCc2nc3ccccc3c(=O)[nH]2)nc2ccccc21,-4%,-6.7%,-8%,0%,-8%,i,4%,-0.5%,-0.2%
CCOc1ccc(N=C2C(=O)N(CN3CCOCC3)c3ccccc32)cc1,-1%,-6.2%,7%,2%,28%,i,11%,0.1%,-1.7%
COc1cccc(-c2cc(C(=O)N3CCc4ccccc4C3)no2)c1,5%,-6.2%,-1%,4%,18%,i,8%,0.0%,-1.5%
C=CCN(CC=C)C(=S)NC(=O)/C=C/c1ccc(OC)cc1,5%,-4.5%,-13%,-12%,-1%,i,2%,-0.8%,-2.0%
CCCCNC1=CC(=O)C(=O)c2ccccc21,60%*,-0.4%,5%,1%,/,i,14%,0.0%,0.2%
CCc1cc(C(=O)OC)c(N2C(=O)C3C4C=CC(C4)C3C2=O)s1 (stereo unspecified),1%,-1.6%,-6%,-1%,5%,i,2%,0.5%,/
CCOC(=O)c1c(C)n(C)c2ccc(O)c(CN3CCCCC3)c12,1%,-3.6%,5%,7%,9%,i,3%,-0.3%,2.8%
O=C(CCc1ccccc1)NC1CCSC1=O (stereo unspecified),1%,-2.7%,-1%,2%,7%,i,5%,0.7%,0.3%
O=C1NC(=Nc2ccccc2)SC1Cc1cccc(Cl)c1Cl (stereo unspecified),-1%,-2.4%,-3%,-6%,3%,i,-4%,-0.9%,1.1%
O=C(c1ccc(F)cc1)N1CCN(c2cc(=O)[nH]nc2-c2ccccc2)CC1,2%,0.6%,-7%,1%,0%,i,5%,0.3%,-1.0%
CC1(C)C2(C#N)C(N)=NC3(OCCO3)C12C#N (stereo unspecified),1%,-18%,-20%,-4%,5%,i,4%,0.0%,-1.4%
c1ccc(OCCCc2nc(-c3ccncc3)no2)cc1,3%,-11%,1%,8%,-6%,i,8%,-1.1%,-1.5%
O=C1c2ccccc2C(=O)N1CN(C(=O)c1ccccc1)c1ccc(O)cc1,4%,-1.8%,-3%,3%,4%,i,-5%,0.7%,-14%
O=C(Nc1ccc2oc(-c3ccc4ccccc4c3)nc2c1)c1cccs1,2%,-2.5%,-1%,-6%,6%,i,5%,0.0%,-0.5%
O=S(=O)(Nc1ccc2c(c1)oc1ccccc12)N1CCCC1,0%,-6.4%,9%,0%,5%,i,-2%,0.2%,-1.0%
CC1(C)CC(=O)C(N=Nc2cc(C(F)(F)F)ccc2Cl)=C(O)C1,-3%,-5.5%,-5%,-1%,-2%,i,-4%,-0.5%,2.2%
O=C1c2cccnc2C(Nc2ccc(S(=O)(=O)N3CCCCCC3)cc2)N1Cc1ccccc1 (stereo unspecified),6%,-7.9%,-1%,-8%,8%,i,7%,-0.5%,1.3%
CCN1CCN(CCNC(=O)CCCCCn2c(=O)[nH]c3cc(C(=O)OC)ccc3c2=O)CC1,-3%,-1.6%,-5%,6%,6%,i,-2%,0.7%,2.3%
COc1cc(NC(=O)NCCN2CCN(c3ccc(Cl)cc3)CC2)ccc1C,4%,-3.6%,7%,25%,4%,i,1%,-0.4%,-2.8%
CCOC(=O)N1CCN(S(=O)(=O)c2ccc(C(=O)Nc3nc4ccccc4s3)cc2)CC1,-4%,-4.3%,5%,-6%,-1%,/,-3%,/,-2.4%
Cc1cc([N+](=O)[O-])cc2c1NCC1CC=CC21 (stereo unspecified),-2%,-5.5%,14%,3%,11%,i,6%,0.5%,-2.9%
Cc1cnc(-c2nnc(N(C)C(=O)c3cccnc3)s2)cn1,-1%,-5.5%,8%,0%,5%,i,4%,1.5%,2.6%
Cc1ccc(C(=O)Nc2cccnc2)cc1NC(=O)c1ccco1,2%,-3.6%,20%,2%,3%,i,-3%,-0.3%,-1.4%
CC(CCc1ccccc1)NC(=O)CSc1nnnn1C (stereo unspecified),2%,-1.9%,16%,-4%,6%,i,0%,-0.9%,-1.2%
FC(F)(F)c1cnc(-c2cnc(-c3ccccn3)nc2)c(Cl)c1,8%,-4.1%,6%,18%,-5%,/,1%,/,-0.8%
O=C1C(=O)N(CCN2CCCCC2)c2ccccc21,-4%,-2.0%,-2%,-5%,31%,i,12%,0.6%,0.9%
CCCCOc1ccc(C(=O)NCc2ccncc2)cc1,4%,1.5%,-2%,20%,-5%,i,7%,-0.7%,-3.9%
O=C(Nc1nc(-c2ccccn2)cs1)c1cc2ccccc2o1,-5%,-5.7%,2%,-4%,-47%,i,-11%,-0.5%,-1.0%
CCNC(=S)Nc1ccc2cn[nH]c2c1,1%,-3.6%,-8%,15%,12%,i,3%,-0.2%,-0.2%
Cc1nnc(SCc2nnc(-c3ccccc3Br)o2)s1,5%,-1.8%,-2%,-2%,4%,i,6%,-0.8%,0.2%
CC(C)c1nc2oc3c(NCC4CCCO4)ncnc3c2c2c1COC(C)(C)C2 (stereo unspecified),1%,1.5%,2%,-8%,0%,/,0%,/,0.1%
Cc1ccccc1NS(=O)(=O)CCCCC(Cl)(Cl)Cl,-4%,0.6%,-2%,-1%,-4%,i,0%,-0.3%,-2.0%
Cc1cc(NC(=O)c2cc([N+](=O)[O-])cc([N+](=O)[O-])c2)no1,12%,/,-11%,-1%,/,i,4%,-0.1%,/
CC(CN1CCCCC1)OC(=O)c1cc2ccccc2o1 (stereo unspecified),5%,-1.6%,-19%,-3%,-8%,i,12%,-0.2%,-1.0%
O=C(NCCc1ccccc1)c1cccc([N+](=O)[O-])c1,-4%,1.0%,5%,7%,1%,i,4%,-1.0%,-3.3%
CCC(=O)Nc1cccc(-c2nnc(-c3cccc(NC(=O)CC)c3)o2)c1,4%,4.4%,-7%,-1%,-7%,i,13%,1.2%,2.4%
Fc1ccc(CNc2nc(-c3ccco3)cc(C(F)(F)F)n2)cc1,0%,-2.3%,-5%,6%,-3%,i,3%,0.2%,0.7%
Cn1c(CCC(=O)OCC(=O)NCc2ccccc2Cl)nc(=O)c2ccccc21,5%,-1.3%,1%,-8%,-8%,i,-3%,-0.2%,1.6%
Cc1c(Cl)cccc1NC(=O)Cn1c(-c2ccc(F)cc2)noc1=O,-7%,3.4%,-4%,-6%,5%,i,5%,-1.0%,2.7%
Cc1cccc(CC(C)NC(=O)CCc2nnc(CCCCc3ccccc3)o2)n1 (stereo unspecified),0%,-2.0%,10%,-10%,-4%,i,-6%,-0.8%,0.8%
O=C(N/N=C/c1ccc(N2CCOCC2)cc1)c1ccccn1,12%,/,-5%,-10%,/,i,14%,-0.2%,/
CC1=CC(=NOC(=O)/C=C/c2ccccc2)C=C(C)C1=O,-7%,-5.5%,-17%,12%,49%,i,4%,?,-1.8%
COC(=O)[C@@H]1C[C@@]2(O)[C@H](O)[C@H](O)[C@H](O)C[C@H]2N1Cc1ccc(C(C)(C)C)cc1,-5%,/,1%,-18%,/,i,-4%,0.4%,/
O=C(O)C1C2C=CC3(O2)C1C(=O)N1c2ccccc2COC13 (stereo unspecified),0%,-5.2%,6%,11%,-1%,i,-3%,0.3%,-2.2%
FC(F)(F)c1cccc(NC(=S)Nc2cccc(NC(=S)Nc3cccc(C(F)(F)F)c3)n2)c1,3%,/,-12%,12%,/,i,10%,-0.6%,/
CCN(CCCNC(=O)COc1cc(=O)n(C)c2ccccc12)c1cccc(C)c1,3%,-0.9%,-7%,14%,14%,i,15%,-0.1%,2.0%
O=C(Nc1nc(-c2ccc(F)c(F)c2)cs1)c1cc([N+](=O)[O-])ccc1N1CCOCC1,4%,-1.7%,-9%,0%,2%,i,-4%,-1.2%,-1.4%
